# VHR inh abs: blocks human VHR1 dual specificity phosphatase; recombinant VHR phosphatase, pNPP absorbance; inhibition, % at 13.3 µM; 290,000 tested, 0.52% active; in the data active = inhibition above about 50%; also: some compounds called inactive have numbers as strong as hits
# Target sequence (P51452 whole entry, looked up): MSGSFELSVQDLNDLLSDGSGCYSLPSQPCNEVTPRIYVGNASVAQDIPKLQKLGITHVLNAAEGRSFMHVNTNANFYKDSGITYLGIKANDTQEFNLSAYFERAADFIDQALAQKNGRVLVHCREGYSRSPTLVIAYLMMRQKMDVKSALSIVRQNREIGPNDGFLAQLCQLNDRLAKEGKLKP
# BoNT F protease: inhibitors of Botulinum neurotoxin F light chain protease. 360,000 tested, 0.22% active. Multiplex microsphere protease cleavage assay, flow cytometry. inhibition, % at 10 µM; in the data active = inhibition above about 35%, passing the limit was not always enough; inconclusive = no clear call, values can overlap the other calls; also: plate controls were buffer without enzyme for full effect and enzyme alone for no effect
# Rv3671c inh: inhibitors of M. tuberculosis serine protease Rv3671c | P9WHR9 | inhibition, % at 5.96 µM | 320,000 tested, 0.048% active; in the data active = inhibition above about 38%;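 also: extracellular domain of Rv3671c used as enzyme; 0% = enzyme with DMSO and 100% = no enzyme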
# Target sequence (P9WHR9 whole entry, looked up, the tested form may be a part): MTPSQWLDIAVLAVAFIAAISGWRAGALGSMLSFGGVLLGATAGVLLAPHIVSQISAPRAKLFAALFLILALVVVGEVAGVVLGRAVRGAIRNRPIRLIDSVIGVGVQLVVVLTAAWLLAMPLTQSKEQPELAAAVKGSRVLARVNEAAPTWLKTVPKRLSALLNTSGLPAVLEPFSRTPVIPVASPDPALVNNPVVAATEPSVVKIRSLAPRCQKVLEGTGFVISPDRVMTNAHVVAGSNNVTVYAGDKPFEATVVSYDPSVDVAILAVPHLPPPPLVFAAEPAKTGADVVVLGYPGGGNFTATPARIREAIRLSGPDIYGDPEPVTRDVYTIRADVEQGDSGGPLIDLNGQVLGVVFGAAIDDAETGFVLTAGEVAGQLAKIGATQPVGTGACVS
# MazF activator: MazEF (E. coli) toxin RNase activation; P0AE70; FAM/BHQ RNA-DNA oligo cleavage fluorescence, 5 h; activation, % at 20 µM; 350,000 tested, 0.32% active; AID 504720; in the data active = activation above about 50%
# Target sequence (P0AE70 whole entry, looked up): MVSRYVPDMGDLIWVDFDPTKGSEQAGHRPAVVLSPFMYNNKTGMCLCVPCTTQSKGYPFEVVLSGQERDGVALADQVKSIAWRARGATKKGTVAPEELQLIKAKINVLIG
# SARS 3CLpro inh: SARS-CoV 3CLpro protease inhibition | 290,000 tested, 0.14% active | inhibition, % at 6 µM | P0C6X7 | recombinant SARS-CoV 3CLpro, quenched FRET peptide cleavage | AID 1706; in the data active = inhibition above about 12%
# CCHF vOTU inh: blocks the CCHF virus ovarian tumor domain protease; AID 651958; 370,000 tested, 0.55% active; inhibition, % at 11.5 µM; CCHFV vOTU protease, Pep-AMC fluorescence; in the data active = inhibition above about 30%; also: 0% = vehicle wells with enzyme and 100% = no enzyme wells
# Anthrax LF inh2: anthrax lethal factor protease inhibition; P15917; multiplex microsphere protease cleavage assay, LF; inhibition, % at 10 µM; 360,000 tested, 0.12% active; also: plate controls were buffer without enzyme for full effect and enzyme alone for no effect
# PrPC surface inh: cell surface PrPC inhibition, primary TR-FRET screen; AID 720596; P04156; inhibition, % at 13.8 µM; 370,000 tested, 0.43% active; TR-FRET read-out; in the data active = inhibition above about 24%; also: 0% = median of the test wells and 100% = reference compound wells
# BoNT A protease: blocks Botulinum neurotoxin A light chain protease; multiplex microsphere protease substrate cleavage, flow cytometry; 360,000 tested, 0.17% active; AID 588499; inhibition, % at 10 µM; also: plate controls were buffer without enzyme for full effect and enzyme alone for no effect
# SSB-PriA inh: K. pneumoniae PriA-SSBct interaction inhibition; AID 1272365; inhibition, % at 33 µM; AlphaScreen SSBct-PriA binding, biotinylated peptide; 430,000 tested, 0.6% active; in the data active = inhibition mostly above about 37%, no sharp cut-off; inactive = mostly below about 20%;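 also: plate controls were negative control peptide for no effect and reference peptide for full effect; strong numbers were not always called active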
# Starred values were filed as active, the others as inactive; ? = inconclusive; · = not tested or not shown. Rule as the data show it, unless noted: active = inhibition above about 30%; inconclusive = no clear call, values can overlap the other calls; inactive = below that.
SMILES,VHR inh abs,BoNT F protease,Rv3671c inh,MazF activator,SARS 3CLpro inh,CCHF vOTU inh,Anthrax LF inh2,PrPC surface inh,BoNT A protease,SSB-PriA inh
O=C(Cn1c(C(=O)N2CCc3ccccc3C2)cc2sccc21)c1ccccc1,29,-2,7,-37,6,·,0,·,-0.5,19
COc1ccc2c(CC(=O)Nc3ccccc3N3CCOCC3)coc2c1,6,-1,6,1,3,12,-5,3,-0.4,-1
Cc1cc(CNC(=O)c2cc(Br)ccc2Cl)nn1C,13,0,-2,-12,1,-18,-4,6,-0.6,-14
O=C(Nc1ccccc1Cl)c1cc(C2CCCN(C(=O)OCCF)C2)on1 (centres undefined),·,-3,·,·,·,14,-1,-2,-0.7,·
Cc1onc(-c2ccccc2)c1-c1n[nH]c(=S)n1-c1ccccc1,·,6,-1,4,3,8,3,-3,2.0,-4
Cc1nnc(NC2CCCCC2)[nH]c1=O,-5,-5,-9,-1,-5,-1,0,-1,0.8,-18
CCOC(=O)N1CCN(S(=O)(=O)N2CCCC(C(=O)NCCCN3CCCCC3CC)C2)CC1 (centres undefined),2,8,-1,6,0,2,6,0,1.6,0
CCCCn1c(SCC(=O)N2CCCC2)nnc1-c1ccccc1,12,3,-17,-1,1,-9,-4,1,1.7,2
CC(O)C(NS(=O)(=O)c1ccc(Cl)cc1)C(=O)OCCOc1ccc(F)cc1 (centres undefined),·,-2,·,6,·,-1,-3,-3,-0.3,·
CN(CCc1ccccc1)C(=O)CCc1nnc(Cc2ccc3c(c2)OCO3)o1,5,-6,0,6,0,0,0,9,0.3,4
COc1ccc(Cl)cc1NC(=O)NNC(=O)c1ccccn1,2,-1,·,-5,0,2,-1,3,-0.3,-24
Cc1ccc(NC(=O)C2CCCN(C(=O)c3ccc(Cl)cc3)C2)cc1S(=O)(=O)N1CCOCC1 (centres undefined),0,-12,-5,3,4,9,-3,11,-0.6,-3
O=C(c1cn(-c2ccccc2)nc1-c1ccc(Cl)s1)N1CCOCC1,-12,-25,-3,-1,4,-1,-5,-11,-0.8,-20
C/C(CC(=O)Nc1cccc(Cl)c1Cl)=N\NC(=O)c1ccccc1N,-5,3,-20,6,4,-9,-2,-1,-0.4,·
CC(Oc1cccc(Br)c1)C(=O)NNC(=O)c1ccccn1 (centres undefined),·,-12,4,9,·,·,-6,·,-0.4,-12
CCOC(=O)C1CCCCN1Cc1cccc(OC)c1OC (centres undefined),21,3,9,4,2,-9,-8,4,-0.2,-1
O=C(O)c1ccccc1C(=O)Nc1ccc(Br)c(C(F)(F)F)c1,14,-5,0,-1,-4,2,-4,4,0.2,-11
CCCCN1C(=N)N([C@@H](C)CN2CCC[C@H]2CN2C(N)=NC[C@@H]2Cc2ccccc2)C[C@H]1[C@H](C)CC,·,-10,1,13,·,12,-6,1,-0.4,8
Cc1ccccc1Nc1nc(N)nc(CN2CCN(C(=O)c3ccccc3)CC2)n1,26,-10,2,1,3,-4,-8,0,-1.4,-1
CC(/C=N/NC(=O)CNc1n[nH]c(=O)[nH]c1=O)c1ccccc1 (centres undefined),1,-6,6,7,-4,-12,-11,2,-0.5,·
O=C(NNS(=O)(=O)c1ccccc1[N+](=O)[O-])c1ccc(O)cc1,-2,-5,1,2,4,-1,0,-12,-1.0,-1
COc1ccc2cc(C(=O)CS(=O)(=O)c3ccccc3)c(=O)oc2c1,-1,0,-2,7,1,-32,0,-7,2.0,-10
COCCn1c(SCC(=O)Nc2ccc(C(N)=O)cc2)nc2c([nH]c3ccccc32)c1=O,-9,5,1,2,5,4,-2,-7,0.5,-2
COC(=O)c1ccc(/C=C/c2c(-c3ccsc3)sc3ccccc23)cc1,13,-10,-6,-14,-2,0,-4,2,-0.4,-8
NC(=O)CC(NC(=O)c1ccc(Br)cc1)c1ccc(NCc2ccc(F)c(F)c2)c([N+](=O)[O-])c1 (centres undefined),-1,2,-12,5,·,2,0,-11,0.5,4

# Ordered by formula weight (smallest number first): part of the list above.
SMILES,VHR inh abs,BoNT F protease,Rv3671c inh,MazF activator,SARS 3CLpro inh,CCHF vOTU inh,Anthrax LF inh2,PrPC surface inh,BoNT A protease,SSB-PriA inh
CCCCn1c(SCC(=O)N2CCCC2)nnc1-c1ccccc1,12,3,-17,-1,1,-9,-4,1,1.7,2
COc1ccc2cc(C(=O)CS(=O)(=O)c3ccccc3)c(=O)oc2c1,-1,0,-2,7,1,-32,0,-7,2.0,-10
O=C(c1cn(-c2ccccc2)nc1-c1ccc(Cl)s1)N1CCOCC1,-12,-25,-3,-1,4,-1,-5,-11,-0.8,-20
O=C(O)c1ccccc1C(=O)Nc1ccc(Br)c(C(F)(F)F)c1,14,-5,0,-1,-4,2,-4,4,0.2,-11
CC(O)C(NS(=O)(=O)c1ccc(Cl)cc1)C(=O)OCCOc1ccc(F)cc1 (centres undefined),·,-2,·,6,·,-1,-3,-3,-0.3,·
CCOC(=O)N1CCN(S(=O)(=O)N2CCCC(C(=O)NCCCN3CCCCC3CC)C2)CC1 (centres undefined),2,8,-1,6,0,2,6,0,1.6,0

# Entries of single compounds, quoted from the list. Order of screens: VHR inh abs, BoNT F protease, Rv3671c inh, MazF activator, SARS 3CLpro inh, CCHF vOTU inh, Anthrax LF inh2, PrPC surface inh, BoNT A protease, SSB-PriA inh
# CCCCn1c(SCC(=O)N2CCCC2)nnc1-c1ccccc1 in the list: 12, 3, -17, -1, 1, -9, -4, 1, 1.7, 2
# COCCn1c(SCC(=O)Nc2ccc(C(N)=O)cc2)nc2c([nH]c3ccccc32)c1=O in the list: -9, 5, 1, 2, 5, 4, -2, -7, 0.5, -2

# Going on with the list:
SMILES,VHR inh abs,BoNT F protease,Rv3671c inh,MazF activator,SARS 3CLpro inh,CCHF vOTU inh,Anthrax LF inh2,PrPC surface inh,BoNT A protease,SSB-PriA inh
Cc1c(C(=O)NNC(=O)c2ccncc2)oc2ccccc12,·,1,-1,2,·,-1,-2,7,-3.2,11
Cc1cc(NC(=O)CSc2nc3c(C)ccc(C)c3cc2C#N)no1,14,-14,0,-14,-6,0,3,0,1.9,-6
O=C(CCNS(=O)(=O)c1ccccc1)OCC(=O)c1ccc(Br)cc1,·,-9,-8,-3,·,-9,0,8,-0.1,-10
CN1CCN(C2=CC(=O)OC23CCCCC3)CC1,29,-5,7,-5,4,9,0,-1,-1.1,-20
O=C(c1ccccc1)N1CCCN(c2nccc(C(F)(F)F)n2)CC1,-11,?,4,2,-2,1,-15,-7,?,-19
CC(NC(=O)C12CC3CC(CC(C3)C1)C2)c1ccc2c(c1)OCCO2 (centres undefined),16,22,8,1,3,-2,-20,4,22,5
Cc1ccc(NC(=O)CSc2nnc(CNC(=O)c3cccs3)o2)cc1,18,-7,3,-2,8,-13,1,1,0.0,-17
O=C(CCNC(=O)c1ccc(Cl)cc1)Nc1cc(C(F)(F)F)ccc1N1CCOCC1,·,-5,·,0,·,10,7,-5,-0.1,·
Cc1cc(NCCN2CCOCC2)n2nc(C)c(-c3ccc(Cl)cc3)c2n1,13,-7,1,3,0,10,-2,4,-0.2,0
O=C(CN(c1ccccc1)S(=O)(=O)c1ccccc1[N+](=O)[O-])N1CCCC1,12,-1,2,13,-6,-1,12,-1,2.4,-4
CC(C)[C@H](NC(=O)[C@@H]1Cc2ccccc2CN1C(=O)OC(C)(C)C)C(=O)NCC1CCCO1 (some centres undefined),8,3,-5,0,-4,14,-1,-6,1.1,1
CCOC(=O)c1ccccc1NC(=O)CN(c1ccccc1C)S(C)(=O)=O,3,?,5,0,1,-3,?,-7,?,1
O=C(c1cccc(N2C(=O)C3C4C=CC(C4)C3C2=O)c1)N1CCN(c2ccccc2)CC1 (centres undefined),32,-7,3,7,3,5,-4,2,0.4,10
CN(Cc1ccc(C(F)(F)F)cc1)C(=O)C1CCC(=O)N(C2CC2)C1 (centres undefined),7,4,·,3,1,-4,2,4,0.9,5
Cc1ccc(CSc2nnc(Nc3ccc(C)cc3)s2)cc1,29,7,-6,1,2,-7,-14,-1,0.4,3
CCOC(=O)C1=C(C)N=C2SC(C(=O)OC)=CC(=O)N2C1c1ccc(OC)cc1 (centres undefined),-5,-2,5,3,0,-3,9,-4,-0.1,-1
c1ccc(Sc2cccc3ccccc23)c(CNC2=NCCN2)c1,-4,-7,-11,33,4,19,-2,8,0.0,14
CSc1ncc(CN2CCN(C3CCCC3)C(CCO)C2)cn1 (centres undefined),9,-3,12,-5,3,-9,2,-6,-0.3,-4
CCOC(=O)/C(=C/c1ccc(OC(=O)c2ccccc2)cc1)C(C)=O,3,5,5,-3,5,17,-2,7,0.4,7
Cc1noc(C)c1C(=O)N1CCC2(CC1)Oc1ccc(F)cc1C(=O)C21CC(c2ccc(Cl)cc2)=NO1 (centres undefined),22,-5,1,-4,·,8,-2,5,-1.2,3
COc1ccc(Oc2nc(SC)nc3ccsc23)cc1,10,-9,8,-10,1,3,-4,13,-0.7,-2

# Screening data (PubChem BioAssay)

# An excerpt; the hit share may differ from the screen's.
